Assay outcomes from PubChem.
Tb PGK inh – qHTS Assay to Find Inhibitors of Phosphoglycerate Kinase; PGK/GAPDH coupled, Kinase-Glo luminescence, 60 min; Potency, µM (highest dose often 57.5 µM), for the others: at the top dose activity change, negative = inhibition, hits mostly inhibitors; 380,000 compounds, 0.043% hits; also: potency is read from the fitted curve at half-maximal effect; % is scaled to controls: 0 for no effect and ±100 for the full control effect; nearly all actives have a fitted effect of over 60% in size
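Recombinant glycosomal PGK reaction used 1,3-bisphosphoglycerate generated in-well by GAPDH (100nM final) in 100mM TEA pH 7.6, 5mM MgCl2, 0.01% Tween-20. After 60 minutes at room temperature, ATP was read by Kinase-Glo Plus luminescence end-point.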
Pol eta inh – qHTS for Inhibitors of Polymerase Eta; Potency, µM (titrated, usually from 114 µM), for the others: at the top dose activity change, negative = inhibition, actives largely listed as inhibitors; recombinant Pol eta, fluorescent DNA replication assay; DNA polymerase eta (Homo sapiens), Q9Y253; 390,000 compounds, 1.2% hits; AID 588591, 2011; also: potency is read from the fitted curve at half-maximal effect; % is scaled to controls: 0 for no effect and ±100 for the full control effect
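Pol eta at 10 nM preincubated with compounds 15 min at room temperature; reaction started with fluorescent substrate (50 nM final) and read kinetically at 0 and 10 min.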
PI4K2A inh – qHTS for small molecular inhibitors of PI4K2A; 420,000 compounds, 0.13% hits; AID 1346378, 2018; purified PI4K2A, ADP-Glo luminescence, 1 h; active compounds read low; activity change, negative = inhibition, % at 76.9 µM; in the data active = activity change below about -50%; inconclusive = mostly about -30% to -49%;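 also: -100% = wells without enzyme as full effect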
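Compounds are screened against recombinant PI4K2A using PI as substrate and ATP, the latter dispensed at 300 microM. Reactions run one hour at ambient temperature before ADP-Glo detection; full inhibition defined by wells lacking enzyme.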
JMJD2A Tudor – qHTS Assay for Inhibitors of JMJD2A-Tudor Domain. AlphaScreen JMJD2A-Tudor / H3K4me3 peptide binding. Lysine-specific demethylase 4A (Homo sapiens), O75164. Potency, µM (top dose mostly 114 µM), without a hit: at the top dose activity change, negative = inhibition, actives largely listed as inhibitors. AID 504339, 2011. 390,000 compounds, 4.4% hits; also: potency is read from the fitted curve at half-maximal effect; % is scaled to controls: 0 for no effect and ±100 for the full control effect; nearly all actives have a fitted effect of over 50% in size
BAZ2B block – qHTS Assay for Inhibitors of BAZ2B; Bromodomain adjacent to zinc finger domain protein 2B (Homo sapiens), Q9UIF8; AlphaScreen BAZ2B-H3K14Ac peptide displacement; Potency, µM (highest dose often 114 µM), for the others: at the highest dose activity change, negative = inhibition, hits mostly inhibitors; 360,000 compounds, 4.4% hits; AID 504333, 2011; also: potency is read from the fitted curve at half-maximal effect; % is scaled to controls: 0 for no effect and ±100 for the full control effect; nearly all actives have a fitted effect of over 60% in size
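In this displacement format the biotinylated H3(5-23) peptide acetylated at Lys14 serves as ligand at 50 nM, with BAZ2B at 50 nM in PBS pH 7.4 containing 0.01% Tween-20. Donor and acceptor beads are 10 ug/mL final.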
Pin1 inhibitor – qHTS Assay to Find Inhibitors of Pin1; Pin1 FP peptide displacement, HiFluor488, 10 min; Potency, µM (doses to about 115 µM), inactives show at the highest dose activity, negative = inhibition, actives largely listed as inhibitors; 390,000 compounds, 0.009% hits; AID 504891, 2011; active = well fitted inhibition curve with a large enough effect in the polarisation, with a control signal flat, not every such curve was filed as active; inconclusive = small, poorly fitted or top-dose-only effect, or effect the other way, or a change in a side signal; inactive = no such curve, though single readings can be large or run the other way; the % refers to the polarisation; also: potency is read from the fitted curve at half-maximal effect; % is scaled to controls: 0 for no effect and ±100 for the full control effect
HP1b binding inh – HTS for Inhibitors of HP1-beta Chromodomain Interactions with Methylated Histone Tails; Chromobox protein homolog 1 (Homo sapiens), P83916; AlphaScreen HP1-beta / biotin-H3K9me3 peptide binding; Potency, µM (highest dose often 114 µM), without a hit: top-dose activity change, negative = inhibition, hits mostly inhibitors; 390,000 compounds, 0.56% hits; AID 540317, 2011; also: potency is read from the fitted curve at half-maximal effect; nearly all actives have a fitted effect of over 70% in size; inactives centre near 23
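HP1-beta protein (50 nM final) preincubated 30 min at room temperature with biotinylated H3(1-18)K9me3 peptide (50 nM) in PBS pH 7.4, 0.01% Tween-20, then compound added for 30 min. AlphaScreen streptavidin donor/nickel chelate acceptor beads (10 ug/mL final), 30 min dark, luminescence read.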
G9a inh – qHTS Assay for Inhibitors of Histone Lysine Methyltransferase G9a | Histone-lysine N-methyltransferase EHMT2 (Homo sapiens), Q96KQ7 | 350,000 compounds, 8.8% hits | Potency, µM (highest dose often 102 µM), for inactives: top-dose activity, negative = inhibition, most hits filed as inhibitors | G9a H3K9 monomethylation, AlphaScreen, 2 h; also: potency is read from the fitted curve at half-maximal effect; % is scaled to controls: 0 for no effect and ±100 for the full control effect; nearly all actives have a fitted effect of over 75% in size
Target sequence (Q96KQ7 913-1193 limits assumed): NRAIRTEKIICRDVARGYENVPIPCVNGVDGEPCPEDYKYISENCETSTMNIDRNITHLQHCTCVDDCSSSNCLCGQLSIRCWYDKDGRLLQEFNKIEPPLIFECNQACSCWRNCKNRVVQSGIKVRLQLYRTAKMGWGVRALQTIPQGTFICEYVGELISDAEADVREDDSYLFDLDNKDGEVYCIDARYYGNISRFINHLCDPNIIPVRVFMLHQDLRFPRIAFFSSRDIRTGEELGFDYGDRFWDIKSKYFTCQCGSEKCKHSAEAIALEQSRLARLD
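Chemiluminescent proximity detection of H3K9 monomethylation, read after 10 min bead incubation in the dark. Reaction: 20 nM G9a, 500 nM biotin-H3K9 peptide, 20 uM SAM cofactor, 2 h, room temperature, following 15 min enzyme-compound preincubation.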
GLS inh – qHTS for Inhibitors of Glutaminase (GLS) | Glutaminase kidney isoform, mitochondrial (Homo sapiens), O94925 | GLS enzymatic activity, qHTS titration | Potency, µM (doses to about 45.5 µM), without a hit: at the top dose activity change, negative = inhibition, most hits filed as inhibitors | 410,000 compounds, 0.21% hits; also: potency is read from the fitted curve at half-maximal effect; % is scaled to controls: 0 for no effect and ±100 for the full control effect
Target sequence (O94925 whole entry, looked up, canonical isoform): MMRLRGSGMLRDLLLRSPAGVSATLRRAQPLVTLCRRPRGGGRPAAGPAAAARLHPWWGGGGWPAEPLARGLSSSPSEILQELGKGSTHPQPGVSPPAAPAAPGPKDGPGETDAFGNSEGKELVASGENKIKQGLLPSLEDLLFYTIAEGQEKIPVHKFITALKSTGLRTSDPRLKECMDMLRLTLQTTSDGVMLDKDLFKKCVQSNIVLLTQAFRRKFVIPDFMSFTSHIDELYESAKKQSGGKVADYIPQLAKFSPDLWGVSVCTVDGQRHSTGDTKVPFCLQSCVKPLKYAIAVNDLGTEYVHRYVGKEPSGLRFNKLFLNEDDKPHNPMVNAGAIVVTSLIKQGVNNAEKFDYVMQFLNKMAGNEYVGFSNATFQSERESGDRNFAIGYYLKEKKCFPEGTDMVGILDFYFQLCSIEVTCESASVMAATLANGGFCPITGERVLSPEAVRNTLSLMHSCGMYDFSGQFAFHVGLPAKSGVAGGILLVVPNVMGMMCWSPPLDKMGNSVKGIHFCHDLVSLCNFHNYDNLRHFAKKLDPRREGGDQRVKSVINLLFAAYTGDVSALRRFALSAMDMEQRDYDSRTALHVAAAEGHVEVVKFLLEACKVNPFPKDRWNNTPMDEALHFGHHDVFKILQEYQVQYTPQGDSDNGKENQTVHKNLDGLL
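Assay buffer: 45 mM KH2PO4 pH 8.2, 0.02% Tween-20. hKGA acts on L-glutamine (1 mM solution added); product glutamate is reported by an oxidase/peroxidase Amplex Red coupling, with fluorescence taken at baseline and 30 min.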
Starred values were filed as active, the others as inactive; i = inactive; ? = inconclusive; · = no result given; & = joins results of further samples; [ ] = another dose, or the depositor's remark. Unless noted, calls follow the shape of the dose curve; as a rule, active = well fitted curve in the direction sought with a large enough effect; inconclusive = small, poorly fitted or top-dose-only effect, or another doubt; inactive = no such curve, though single readings can be large; an effect the other way counts as inactive or inconclusive. An excerpt; count on the stated rates, not on these rows.

no.	molecule	Tb PGK inh	Pol eta inh	PI4K2A inh	JMJD2A Tudor	BAZ2B block	Pin1 inhibitor	HP1b binding inh	G9a inh	GLS inh
1	CCCCn1c(N)c(N(CCOC)C(=O)c2cc(S(=O)(=O)N3CCCCC3)ccc2Cl)c(=O)[nH]c1=O	1%	-21%	-7	-15%	5%	-8%	20%	10%	4%
2	O=C(OCc1cc(=O)n2c(n1)sc1ccccc12)c1ccc(O)cc1	3%	?	10	-12%	?	?	8%	11%[59 µM]	-13%
3	CCn1c(=O)cc(SCC(=O)NCCCN2CCC(C)CC2)c2ccccc21	i	-18%	1	-14%	-9%	-1%	36%	2%	3%
4	Cc1ccc(NCC(=O)N/N=C/c2c[nH]c3ccccc23)cc1	0%	-24%	1	?	?	-2%	-5%	?	-27%
5	Cc1ccccc1C(=O)OCc1cc(=O)n2nc(-c3cccs3)sc2n1	12%	1%	-1	-30%	-13%	?	-6%	19%[59 µM]	-11%
6	COc1cc2c(cc1OC)C(=O)C(c1ccc3c(c1)OCO3)CC2 (stereo not given)	-5%	-5%	8	·	·	·	·	·	-2%
7	Cc1ccc(NC(=O)C(C)N2C(=O)c3ccccc3C2=O)cc1 (stereo not given)	-4%	-16%	-17	-21%	4%	-6%	17%	-15%	-12%
8	COc1ccc(CNC(=O)c2c(O)c3ccccc3n(C)c2=O)cc1	-3%	-1%	0	-8%	21%	-1%	98%[activator]	55%[activator]	7%
9	c1ccc(COc2ncnc3c2ncn3CCCN2CCN(Cc3cccc4ccccc34)CC2)cc1	-5%	-21%	0	·	·	·	·	·	-3%
10	CC(NC(=O)c1c(F)cccc1Cl)c1ccc(-n2ccnc2)cc1 (stereo not given)	i	-11%	-6	-12%	-6%	2%	22%	·	-6%
11	COc1ccc2nc(C)cc(SCC(=O)NNC(=O)COc3cccc4ccccc34)c2c1	1%	?	4	-22%	-10%	7%	17%	49%[activator][59 µM]	5%
12	O=C(Nc1cccc(-c2cn3cccnc3n2)c1)c1ccc2c(c1)OCO2	-2%	?	-3	?	?	?	38%	-43%	0%

Pulled by compound from above:
no.	molecule	Tb PGK inh	Pol eta inh	PI4K2A inh	JMJD2A Tudor	BAZ2B block	Pin1 inhibitor	HP1b binding inh	G9a inh	GLS inh
10	CC(NC(=O)c1c(F)cccc1Cl)c1ccc(-n2ccnc2)cc1 (stereo not given)	i	-11%	-6	-12%	-6%	2%	22%	·	-6%
11	COc1ccc2nc(C)cc(SCC(=O)NNC(=O)COc3cccc4ccccc34)c2c1	1%	?	4	-22%	-10%	7%	17%	49%[activator][59 µM]	5%

Back to the main list; the five compounds before the break are reprinted first.
no.	molecule	Tb PGK inh	Pol eta inh	PI4K2A inh	JMJD2A Tudor	BAZ2B block	Pin1 inhibitor	HP1b binding inh	G9a inh	GLS inh
8	COc1ccc(CNC(=O)c2c(O)c3ccccc3n(C)c2=O)cc1	-3%	-1%	0	-8%	21%	-1%	98%[activator]	55%[activator]	7%
9	c1ccc(COc2ncnc3c2ncn3CCCN2CCN(Cc3cccc4ccccc34)CC2)cc1	-5%	-21%	0	·	·	·	·	·	-3%
10	CC(NC(=O)c1c(F)cccc1Cl)c1ccc(-n2ccnc2)cc1 (stereo not given)	i	-11%	-6	-12%	-6%	2%	22%	·	-6%
11	COc1ccc2nc(C)cc(SCC(=O)NNC(=O)COc3cccc4ccccc34)c2c1	1%	?	4	-22%	-10%	7%	17%	49%[activator][59 µM]	5%
12	O=C(Nc1cccc(-c2cn3cccnc3n2)c1)c1ccc2c(c1)OCO2	-2%	?	-3	?	?	?	38%	-43%	0%
13	O=C(c1cc2c(s1)CCCC2)N1CCN(CCO)CC1	-7%	3%	-4	-17%	·	-7%	11%[57 µM]	·	-10%
14	O=C(NC(=S)Nc1ccc(Cl)cc1Cl)C1CC1	-2%	-17%	-4	3%	-2%	4%	33%	·	6%
15	CCNC(=O)N(CC)C[C@H]1N[C@@](C)(C(=O)OC)[C@H]2C(=O)N(C)C(=O)[C@@H]12	-4%	-12%	-2	-20%	·	-2%	31%	·	-5%
16	COc1ccc(NC(=S)NC(=O)C2CCCCC2)cc1	-4%	9%	1	-20%	-16%	0%	42%[activator]	·	1%
17	Cc1cc(C)c(OCC(=O)Nc2nnn(C)n2)c(Br)c1	9%	-1%	7	-27%	-1%	-8%	-9%	8%[59 µM]	20%
18	CCCN=C1CC(C)(C)CC(=O)/C1=C(/O)CCCN1C(=O)c2ccccc2C1=O	-8%	-6%	7	-3%	2%	-12%	48%[activator]	-18%	-16%
19	C#CCOCCOCCOCCNc1nc(N2CCN(C(=O)Cn3cc(CC(C)O)nn3)CC2)nc(N2CCN(C(=O)[C@H]([C@@H](C)CC)n3cc(CCCCN)nn3)CC2)n1 (stereo not given in full)	6%	-13%	-7	-20%	·	-2%	22%	·	-2%
20	CCOC(=O)N1CCC(NC(=O)Cn2cc3c(n2)CCC(C)C3)CC1 (stereo not given)	6%	-18%	7	9%	38%[activator]	2%	32%	4%[59 µM]	3%
21	COc1ccc(Nc2oc(-c3ccc(Cl)cc3)nc2C#N)cc1	-6%	10%	1	-16%	-12%	-8%	7%	39%[0.501 µM]	0%
22	O=C(c1ccc(Cl)c([N+](=O)[O-])c1)N1CCN(c2ccccn2)CC1	1%	-18%	0	-20%	-5%	-16%	18%	-13%[59 µM]	20%
23	Fc1ccc(OCCCn2ccnc2)cc1	-7%	-7%	4	45µM*	?	-4%	?	40µM*	1%
24	CC1(N2CCOCC2)CC2(O)C(=[N+]1[O-])CCc1c2no[n+]1[O-] (stereo not given)	-9%	18µM*	-18	?	?	?	4%	?	-15%
25	COc1ccc(Cl)cc1NC(=O)CN1CCN(Cc2ccccc2)CC1	i	-9%	1	-20%	0%	-5%	33%	-12%[0.501 µM]	-22%
26	COc1ccc(C(=O)N/N=c2\oc3ccccc3cc2C(N)=O)cc1	-1%	-7%	-3	-9%	·	-6%	21%	-5%	1%
27	Cc1cccc(OCc2nc(-c3ccc(Br)o3)no2)c1	-2%	-11%	-6	159%[activator]	-25%	-12%	49%[activator]	?	14%
28	Cc1cc(=O)n2nc(N3CCC(C(=O)NCc4ccccc4F)CC3)sc2n1	-1%&-9%	-18%&-16%	-1&4	-15%&-2%	2%&4%	1%&0%	19%&47%	6%	-9%&-14%
29	COc1cc(C2c3cc4c(cc3OC(N3CCCCC3)C2C)OCO4)cc(OC)c1O (stereo not given)	1%	-3%	0	-14%	·	-4%	18%	·	-3%
30	COC(=O)c1ccc(Oc2nc(N(C)C)nc(N3CCOCC3)n2)cc1	-6%	-12%	-10	9%	11%	5%	31%	24%[12.7 µM]	1%
31	Cc1ccc(C(c2nnnn2CCc2ccccc2)N2CCSCC2)cc1 (stereo not given)	i	-25%	2	-16%	59%[activator]	9%	31%	?	-4%
32	Cc1c(Cc2ccccc2)c(NCCN(C)C)n2c(nc3ccccc32)c1C#N	-5%	-14%	1	33%	18%	-5%	79%[activator]	-1%	-15%
33	CCC(=O)N(C)C[C@H]1Oc2cc(-c3cccnc3)ccc2S(=O)(=O)N([C@H](C)CO)C[C@H]1C	i	-4%	2	·	·	·	·	·	-4%
34	O=C(Nc1cccc(CCc2ccccn2)c1)c1cc(F)c(F)cc1Cl	-4%	-9%	3	-10%	9%	-2%	18%	6%[59 µM]	18%
35	CC(C)CN(C(=O)CN1CCN(c2cccc(Cl)c2)CC1)c1c(N)n(CC(C)C)c(=O)[nH]c1=O	2%	1%	1	-20%	9%	4%	7%	5%	21%
36	COc1ccc(CCN2CCCC(CN(C)Cc3cccc(OC)c3)C2)cc1 (stereo not given)	-5%	-12%	5	-31%	-4%	-6%	-11%	·	2%
37	CCOC(=O)c1nn(-c2ccc(OC)cc2)c(=O)c2c(N)scc12	i	-5%	-27	?	50µM*	-3%	-15%	1.1µM*	1%
38	COc1ccc([C@H]2[C@H](C(=O)OC(C)(C)C)N3N=Cc4ccccc4C3C23C(=O)c2ccccc2C3=O)c(OC)c1 (stereo not given in full)	i	?	-2	?	?	11%	-16%	?	19%
39	CCOC(=O)/C(C#N)=C\C1=C(N2CCCC2)CC(C)(C)OC1	-9%	-2%	-11	-18%	9%	1%	16%	-10%[59 µM]	5%
